Source: PubChem BioAssay
Mdm2 MdmX PPI = human Mdm2/MdmX binding inhibition. O15151+Q00987. inhibition, % at 8 µM. 3% of 330,000 active. SaOS-2 split-luciferase Mdm2/MdmX complementation, luminescence;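 active = inhibition of at least 50% at 8 µM in the primary screen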
XBP1 UPR activ = adaptive UPR (XBP1) activation. activation, % at 20 µM. CHO-XBP1 luciferase reporter, IRE1-XBP1 UPR activation, luminescence; percent of tunicamycin response, DMSO as zero. 0.33% of 330,000 active. AID 463104;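 active = versus positive control, 20 µM dose yields 30% or more activation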;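 also: 100% = tunicamycin at 10 µg/mL and 0% = DMSO only wells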
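Material – CHO cell line with stable XBP1 luciferase reporter · Buffer or medium – F12 plus 10% FBS · Compound – single point, 20 µM final compound, 1% DMSO · Schedule – 16-18 h cell attachment at 37 °C, then 6 h compound exposure · Signal – Steady-Glo luminescence read · Benchmarks – high control tunicamycin 10 µg/mL final, low control DMSO vehicle only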
tim10-1 inh = tim10-1 yeast growth inhibition. S. cerevisiae tim10-1 ts strain growth, BacTiter-Glo, 24 h. inhibition, % at 20 µM. 2.2% of 330,000 active. AID 463190;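 active = inhibition of at least 40%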;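 also: mutant grown at 25 °C; 0% = DMSO wells with yeast and 100% = wells holding no yeast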
tim23-1 inh = inhibits growth of tim23-1 mutant yeast; S. cerevisiae tim23-1 growth, BacTiter-Glo luminescence, 24 h; inhibition, % at 20 µM; 1.3% of 330,000 active;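 active = growth inhibition of the mutant yeast at or above 50%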;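 also: temperature-sensitive mutant grown at 25 °C; plate controls were DMSO-treated mutant yeast for no effect and medium wells lacking yeast for full effect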
CXCR6 block = inhibitors of human CXCR6 receptor; 0.36% of 360,000 active; CHO-K1 PathHunter CXCR6 beta-arrestin, luminescence; AID 602244; inhibition, % at 20 µM; in the data active = inhibition above about 34%, passing the limit was not always enough;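 also: antagonist mode with CXCL16 agonist at 10 nM final; 0% = 10 nM CXCL16 with DMSO and 100% = unstimulated wells without agonist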
Target sequence (O00574 whole entry, looked up): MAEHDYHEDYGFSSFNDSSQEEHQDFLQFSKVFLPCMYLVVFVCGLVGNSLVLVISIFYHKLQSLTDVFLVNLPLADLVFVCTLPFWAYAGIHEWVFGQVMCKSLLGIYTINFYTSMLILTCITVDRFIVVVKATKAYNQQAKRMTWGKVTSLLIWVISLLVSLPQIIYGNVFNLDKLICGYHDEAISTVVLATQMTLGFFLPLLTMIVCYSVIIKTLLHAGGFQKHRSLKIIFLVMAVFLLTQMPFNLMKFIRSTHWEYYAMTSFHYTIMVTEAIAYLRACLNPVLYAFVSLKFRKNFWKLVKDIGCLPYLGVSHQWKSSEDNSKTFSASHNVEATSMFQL
APJ ag = agonists of human APJ apelin receptor. activation, % at 20 µM. 0.11% of 330,000 active. AID 2520. CHO-K1 APJ PathHunter beta-arrestin, luminescence; 0% DMSO wells, 100% apelin;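 active = activation more than six SD over the plate average, tested at 20 µM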;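 also: 0% = DMSO alone and 100% = apelin-13 at 10 nM; some results filed as inactive read as strong as hits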
Target sequence (P35414 whole entry, looked up): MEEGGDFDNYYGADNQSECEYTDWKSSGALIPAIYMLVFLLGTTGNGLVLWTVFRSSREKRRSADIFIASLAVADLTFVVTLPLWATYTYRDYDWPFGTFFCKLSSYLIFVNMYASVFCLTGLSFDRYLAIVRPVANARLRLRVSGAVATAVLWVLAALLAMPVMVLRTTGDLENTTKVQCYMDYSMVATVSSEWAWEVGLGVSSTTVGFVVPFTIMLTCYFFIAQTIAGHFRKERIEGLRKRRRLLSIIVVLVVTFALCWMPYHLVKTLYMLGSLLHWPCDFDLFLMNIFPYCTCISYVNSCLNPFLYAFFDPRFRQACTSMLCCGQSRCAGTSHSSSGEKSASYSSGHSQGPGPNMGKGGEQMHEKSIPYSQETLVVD
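Material: engineered CHO-K1 APJ arrestin reporter cells; amount: 1000 CHO-K1 reporter cells seeded per well; incubation: compound stimulation 90 min at 25 °C, detection 60 min; signal: luminescent beta-gal fragment complementation, chemiluminescent substrate; read-out basis: APJ agonist activity; controls: DMSO-only wells as negative, 10 nM Apelin-13 as positive control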
UPR CHOP act = apoptotic UPR (CHOP) activation. CHO-CHOP luciferase reporter, luminescence; percent of tunicamycin response over DMSO baseline. activation, % at 10 µM. 0.34% of 330,000 active. AID 449763;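 active = at 10 µM dose, activation of 40% or more, normalized to positive control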;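 also: 100% = tunicamycin at 10 µg/mL and 0% = DMSO alone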
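System: CHO-CHOP luciferase reporter cell line; amount: 500 cells/well; buffer or medium: F12 medium containing 10% fetal bovine serum; incubation: 6 h compound exposure at 37 °C after overnight seeding; measured by: luciferase luminescence after 10 min with Steady-Glo reagent; evaluation: % reporter activation, DMSO baseline versus tunicamycin full activation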
APJ antagonist = antagonists of human APJ apelin receptor; AID 2521; P35414; CHO-K1 APJ beta-arrestin complementation, luminescence; 0.32% of 330,000 active; inhibition, % at 20 µM;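 active = inhibition above about 40% at 20 µM, limit read from the data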;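 also: cells challenged with 10 nM apelin-13 agonist together with compound; plate controls were apelin-13 plus DMSO wells for no effect and DMSO wells lacking apelin-13 for full effect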
TIM10 inh = growth inhibitors of TIM10 yeast strain; S. cerevisiae TIM10 strain growth, BacTiter-Glo luminescence, 24 h; 1.4% of 330,000 active; inhibition, % at 10 µM;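 active = inhibition of 40% or more at the single tested concentration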;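 also: wild-type TIM10 isogenic control strain grown at permissive 25 °C; 0% = DMSO yeast wells and 100% = minimal medium wells without yeast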
Active calls of the source: *; x = not tested or not shown.

SMILES	Mdm2 MdmX PPI	XBP1 UPR activ	tim10-1 inh	tim23-1 inh	CXCR6 block	APJ ag	UPR CHOP act	APJ antagonist	TIM10 inh
CC(C)Nc1ccc(Cl)cc1[N+](=O)[O-]	-10	-1	0	13	x	-3	0.5	13	1
COc1ccc(-n2c(CN3CCN(C)CC3)nc3ccc([N+](=O)[O-])cc3c2=O)c(OC)c1	-1	-4	9	8	-5	-1	-2.2	-30	-4
COc1ccc(CSCC(=O)N/N=C/c2ccc(OCC(=O)N3CCCCC3)cc2)cc1	-21	-1	16	13	-8	0	0.8	-11	4
NC(=O)CSc1nnc(-c2ccc([N+](=O)[O-])cc2)o1	-2	2	14	10	-11	-2	2.8	-15	-2
CCOc1ccc(S(=O)(=O)N2CCC(C(=O)NCc3ccccn3)CC2)cc1Cl	5	-3	1	0	-6	0	-1.3	-16	-11
O=C(Nc1ccncc1)Nc1ccncc1	11	-1	-6	3	-6	4	0.6	-50	-7
CCOC(=O)C1C(C(=O)OC)=C(c2ccc(OC)cc2)c2ccccc2N1S(=O)(=O)C(F)(F)F (stereo unspecified)	25	-2	16	46	11	x	1.4	x	-4
Cc1ccc(S(=O)(=O)C2(C(=O)N3CCN(c4cc(C)ccc4C)CC3)CC2)cc1	12	-3	7	12	-7	-3	-0.1	11	20
COc1ccc(NS(=O)(=O)c2cc(NC(=O)c3ccc(=O)[nH]c3)ccc2N2CCOCC2)cc1	7	-3	11	11	-6	-1	-1.6	4	-4
COC(=O)[C@@H](NCc1cccc(CN[C@H](C(=O)OC)c2ccccc2)c1)c1ccccc1	-20	0	13	31	0	6	-0.9	-32	9

Six compounds from above, sorted by molar mass, smallest number first.
SMILES	Mdm2 MdmX PPI	XBP1 UPR activ	tim10-1 inh	tim23-1 inh	CXCR6 block	APJ ag	UPR CHOP act	APJ antagonist	TIM10 inh
CC(C)Nc1ccc(Cl)cc1[N+](=O)[O-]	-10	-1	0	13	x	-3	0.5	13	1
NC(=O)CSc1nnc(-c2ccc([N+](=O)[O-])cc2)o1	-2	2	14	10	-11	-2	2.8	-15	-2
Cc1ccc(S(=O)(=O)C2(C(=O)N3CCN(c4cc(C)ccc4C)CC3)CC2)cc1	12	-3	7	12	-7	-3	-0.1	11	20
COC(=O)[C@@H](NCc1cccc(CN[C@H](C(=O)OC)c2ccccc2)c1)c1ccccc1	-20	0	13	31	0	6	-0.9	-32	9
COc1ccc(-n2c(CN3CCN(C)CC3)nc3ccc([N+](=O)[O-])cc3c2=O)c(OC)c1	-1	-4	9	8	-5	-1	-2.2	-30	-4
CCOC(=O)C1C(C(=O)OC)=C(c2ccc(OC)cc2)c2ccccc2N1S(=O)(=O)C(F)(F)F (stereo unspecified)	25	-2	16	46	11	x	1.4	x	-4

Among those listed so far, these have a nitro group on carbon.
SMILES	Mdm2 MdmX PPI	XBP1 UPR activ	tim10-1 inh	tim23-1 inh	CXCR6 block	APJ ag	UPR CHOP act	APJ antagonist	TIM10 inh
CC(C)Nc1ccc(Cl)cc1[N+](=O)[O-]	-10	-1	0	13	x	-3	0.5	13	1
COc1ccc(-n2c(CN3CCN(C)CC3)nc3ccc([N+](=O)[O-])cc3c2=O)c(OC)c1	-1	-4	9	8	-5	-1	-2.2	-30	-4
NC(=O)CSc1nnc(-c2ccc([N+](=O)[O-])cc2)o1	-2	2	14	10	-11	-2	2.8	-15	-2

Additional compounds follow.
SMILES	Mdm2 MdmX PPI	XBP1 UPR activ	tim10-1 inh	tim23-1 inh	CXCR6 block	APJ ag	UPR CHOP act	APJ antagonist	TIM10 inh
CCCCN(C)CCNC(=O)CN1C(=O)CSc2ccc(S(=O)(=O)N3CCOCC3)cc21	11	-2	20	6	0	-3	0.6	-5	-5
CCOC(=O)CSc1nc2cc(S(=O)(=O)N3CCOCC3)ccc2n1CC	3	-1	1	10	-1	7	0.3	26	-5
C/C(=N\N=C1\NC(=O)C(CC(=O)Nc2ccc(Cl)cc2)S1)c1ccco1 (stereo unspecified)	-8	-2	7	21	6	-1	1.0	8	15
N[C@@H](Cc1ccccc1)c1nnc(SCc2ccccc2F)o1	-7	3	36	18	-2	-7	0.7	0	10
O=C(NC1CCCC1)C(c1ccncc1)N(C(=O)c1csnn1)c1cccc(F)c1 (stereo unspecified)	-5	-2	-2	-3	-1	-4	-0.5	5	6
CCOc1ccccc1NC(=O)COC(=O)C(Cc1ccccc1)NC(=O)c1ccco1 (stereo unspecified)	25	2	1	12	-8	0	-0.5	-14	-1
Cc1c(C(=O)N2CCN(c3ccccc3)CC2)sc2ncnc(N3CCN(c4ccccn4)CC3)c12	29	-2	15	40	-4	-1	1.7	-1	29
COc1ccc(/C=C/C(=O)NC(=S)Nc2ccc(S(=O)(=O)Nc3ccc(OC)nn3)cc2)cc1	-10	-1	0	4	12	-4	2.5	22	23
Cc1ccccc1N1CCN(C(=S)c2ccc(-c3ccc([N+](=O)[O-])cc3)o2)CC1	18	-2	4	-4	-26	-4	0.0	-13	-7
O=S(=O)(Nc1ccon1)c1ccc(Br)s1	-12	-5	3	15	1	-1	6.8	7	7
CC(C)(C)c1ccc(C(=O)N/C(=C\c2cccc([N+](=O)[O-])c2)C(=O)Nc2cccc(C(=O)O)c2)cc1	-22	-4	1	-1	7	1	2.1	14	2
Cc1cc(C(C#N)c2ccccc2F)n2ncnc2n1 (stereo unspecified)	21	0	1	3	1	-1	-0.6	1	1
Cc1n[nH]c(=O)nc1NC1CCCCC1	15	-2	-8	0	0	-2	-0.9	-1	7
CNC(=S)N/N=C/c1cn(CCOc2ccc(OC)cc2)c2ccccc12	43	6	6	40	-6	-1	-0.5	3	34
COc1cccc(-c2ncc3ccccc3c2COC(=O)c2ccc(C(C)(C)C)cc2)c1	46	2	10	6	12	-3	-0.2	10	-4
Cc1ccc(C)c(S(=O)(=O)N2CCCC2CNC(=O)C(=O)NC2CC2)c1 (stereo unspecified)	15	-4	5	4	0	-2	-1.3	8	5
Cc1ccc(-c2nnn(CC(=O)N(CC(=O)NCc3ccccc3)c3cccc(C)c3C)n2)o1	13	-2	29	21	6	-3	2.1	10	14
CCCc1nc(SCc2ccc(OCC)cc2)n[nH]1	-21	-3	19	25	-5	0	2.4	7	3
Cc1noc(C)c1S(=O)(=O)NCCc1ccc(S(N)(=O)=O)cc1	2	0	4	4	2	1	0.2	4	4
CCN(CC)c1ccc(NC(=O)COc2ccc(N(C)S(=O)(=O)c3cccs3)cc2)cc1	37	-1	18	0	1	1	-2.0	-24	-16
Cc1cc(NC(=O)COC(=O)COc2ccc(Cl)cc2C)c([N+](=O)[O-])cc1C	-12	1	0	-3	-10	-1	-1.3	1	-19
Cc1ccccc1OCc1nc(-c2ccc(NC(=O)c3cccs3)cc2)no1	-10	-3	13	8	-8	1	4.0	-17	11
COC(=O)c1ccc2c(=O)n(CC3CCCO3)c(SCC(=O)Nc3ccc(OC)cc3OC)nc2c1 (stereo unspecified)	-6	-1	8	-23	17	-3	2.7	0	-16
CN(Cc1ccccc1)S(=O)(=O)c1ccc(Cl)c(C(=O)N2CCC(C(N)=O)CC2)c1	13	-3	-9	-7	4	-3	-0.9	4	0
O=C(O)C1CC=CCC1C(=O)N1CCc2ccccc21 (stereo unspecified)	-41	-1	7	6	-2	2	-1.0	-24	-30
NC1=NC(c2cccc(Cl)c2)N(CCc2ccc(F)cc2)C(N)=N1 (stereo unspecified)	-5	-2	-2	-25	4	-2	-0.1	8	10
O=[N+]([O-])c1cc(C(F)(F)F)ccc1NC1CCN(Cc2ccccc2)C1 (stereo unspecified)	10	-3	3	4	-1	1	2.2	-23	-5
COc1ccc2nc(N3C(=O)CNC3=S)sc2c1	-18	-4	2	47	20	-4	3.6	11	13
[N-]=[N+]=CC(=O)CCCN1C(=O)c2ccccc2C1=O	16	-1	10	20	-8	-6	-1.6	-11	9
Cc1cc(C)cc(OCC(O)CN2CCN(Cc3ccc4c(c3)OCO4)CC2)c1 (stereo unspecified)	19	-2	-11	-1	9	-3	-1.0	0	11
O=C(CCN1C(=O)C2C3C=CC(C4CC34)C2C1=O)Oc1cccc2cccnc12 (stereo unspecified)	8	10	-4	-4	7	5	72*	-7	-4
CCN1C(=O)CC(N2CCN(c3ccc(C(=O)c4ccccc4)cc3)CC2)C1=O (stereo unspecified)	-3	1	31	15	5	-4	3.3	8	13
Cc1cc(C)c(NS(=O)(=O)c2ccc(NC(=O)CCC(=O)O)cc2)c(C)c1	-20	1	0	-8	-3	-1	2.5	-10	13
CCn1c(SCC(=O)NCC(=O)Nc2ccc(F)cc2)nnc1-c1cccs1	26	3	-2	-3	2	-3	0.7	5	-11
CC(C)Oc1ccc(C2CCC(=O)NC2=O)cc1 (stereo unspecified)	25	0	4	2	-6	1	-0.4	1	0
COc1cc(/C=C2/C(=O)NN(c3cccc(Cl)c3)C2=O)cc(OC)c1O	23	0	-12	4	39	-8	5.3	34	-5
CC(=O)Nc1cccc(N2CCCC2=O)c1	8	1	-3	31	-1	-2	-0.8	-5	9
Cc1cc(C(=O)COC(=O)CNS(=O)(=O)c2ccc3ccccc3c2)c(C)n1-c1ccccc1	11	-1	4	5	2	-5	1.8	0	5
CC(=O)c1cccc(N/C=C\c2nnnn2-c2ccc(F)cc2)c1	18	1	17	-3	10	0	8.7	-13	5
O=C(NC1CCS(=O)(=O)C1)/C(=C/c1ccc(Cl)cc1)NC(=O)c1ccccc1 (stereo unspecified)	-7	1	0	5	-4	0	-0.2	1	10

Individual results from the results shown:
CCn1c(SCC(=O)NCC(=O)Nc2ccc(F)cc2)nnc1-c1cccs1 – APJ ag: -3
CC(=O)Nc1cccc(N2CCCC2=O)c1 – CXCR6 block: -1

The list continues:
SMILES	Mdm2 MdmX PPI	XBP1 UPR activ	tim10-1 inh	tim23-1 inh	CXCR6 block	APJ ag	UPR CHOP act	APJ antagonist	TIM10 inh
Cc1ccc(OCCCCn2ccnc2C)c(C)c1	3	-2	10	-8	-11	-3	-0.8	-16	10
Cc1ccc(NC(=O)CCn2ccc([N+](=O)[O-])n2)nc1	-3	1	27	11	-3	1	5.5	7	18
Cc1cccc(C(=O)N2CCCC(CCC(=O)N3CCN(c4ccccn4)CC3)C2)c1 (stereo unspecified)	17	0	12	16	-2	2	1.8	6	7
COc1cccc(-n2c(SCC(=O)O)nnc2-c2cccnc2)c1	-17	0	8	7	-6	3	-0.8	1	4
O=C(N/N=C/c1ccccc1Br)c1ccc(CSc2cccc3cccnc23)cc1	11	1	13	15	3	-2	0.7	-7	12

The list is partial, so the mix of outcomes need not match the whole.
